Bioassay records from PubChem BioAssay.
PfHsp90 set2 – growth inhibition of yeast expressing Plasmodium Hsp90. AID 504621. actives 0.32% (n = 310,000). inhibition, % at 9.4 µM. S. cerevisiae expressing PfHsp90, BacTiter-Glo ATP, 48 h; yeast lacking PDR1 and PDR3 efflux regulators;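 active = every replicate shows inhibition above about 80%, whatever the replicate mean, limit read from the data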;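 note: 0% = DMSO neutral controls and 100% = 20 µM radicicol positive controls; yeast relying on Plasmodium falciparum Hsp90 in place of its own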
MOR-DOR inv ag – inverse agonist of human OPRM1-OPRD1 heterodimerization. P35372+P41143. cell-based MOR-DOR heterodimer luminescence, inverse agonism. inhibition, % at 9.3 µM. actives 0.21% (n = 340,000); in the data active = inhibition above about 22%, passing the limit was not always enough;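 note: 0% = cells with DMSO and 100% = wells without cells with DMSO; values of inactives mirror those of a sister screen read the other way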
PKA-R1A act – activates the PKA-R1A holoenzyme complex. activation, % at 11.4 µM. AID 504707. actives 0.083% (n = 340,000). PKA-R1A dissociation, Cy5-IP20 fluorescence polarization; scaled: DMSO 0%, 113 µM cGMP 100%;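 active = percent activation above the mean of all tested compounds plus 3 SD, cut at about 19% in these data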;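 note: higher means more PKAc released from R1A so a rise in polarization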
MOR-DOR ag – OPRM1-OPRD1 heterodimerization agonism | cells, luminescence | activation, % at 9.3 µM | actives 0.3% (n = 340,000); in the data active = activation above about 18%;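 note: 0% = vehicle-treated cells and 100% = reference agonist; values of inactives mirror those of a sister screen read the other way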
Ecoli viability – bacterial growth inhibition, counter-screen for AddAB inhibitors | E. coli V3065 growth, OD600 absorbance, 18 h | inhibition, % at 11.9 µM | actives 0.27% (n = 330,000) | AID 449728;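 active = inhibition above the campaign's mean inhibition across all tested compounds plus 3 SD, cut at about 9.9% in these data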;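 note: uninfected addAB+ strain grown without phage in ampicillin broth; 0% = DMSO wells and 100% = ciprofloxacin 0.95 µg/ml wells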
Tat export inh – blocks Tat-dependent protein export in E. coli; inhibition, % at 10 µM; actives 0.036% (n = 340,000); E. coli MC4100 TorA-mCherry Tat export, fluorescence;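 active = mean replicate inhibition at least 50% and at least half of replicates individually reaching 50%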;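 note: exported cargo escapes ClpAP degradation while cytoplasmic cargo is degraded and loses fluorescence; 0% = median of neutral control wells and 100% = median of NaSCN control wells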
HTR5A inv ag – HTR5A inverse agonism, opioid heterodimer counter-screen; HTR5A cell line, luminescence; inhibition, % at 9.3 µM; actives 0.083% (n = 340,000); AID 504634; in the data active = inhibition mostly above about 23%, no sharp cut-off; inactive = mostly below about 18%;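 note: 0% = cells with DMSO and 100% = no-cell wells with DMSO; some compounds called inactive have numbers as strong as hits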
Target sequence (P47898 whole entry, looked up): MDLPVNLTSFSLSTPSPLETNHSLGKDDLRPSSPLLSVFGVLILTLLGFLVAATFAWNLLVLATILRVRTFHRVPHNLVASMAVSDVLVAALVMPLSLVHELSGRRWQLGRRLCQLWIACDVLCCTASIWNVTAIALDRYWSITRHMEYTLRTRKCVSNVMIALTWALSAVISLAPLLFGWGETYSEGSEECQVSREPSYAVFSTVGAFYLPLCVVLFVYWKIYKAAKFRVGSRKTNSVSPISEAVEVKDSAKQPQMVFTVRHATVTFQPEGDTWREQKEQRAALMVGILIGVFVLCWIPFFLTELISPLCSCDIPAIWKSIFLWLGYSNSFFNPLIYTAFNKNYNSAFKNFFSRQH
SUMO Mot1 rescue – SUMOylation pathway inhibition by Mot1-301 growth rescue; S. cerevisiae Mot1-301 growth rescue, ATP luminescence, 38.5C; percent above DMSO median, 100 means doubled; growth rescue, % at 18.8 µM; actives 1% (n = 320,000); AID 2716;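 active = every valid replicate shows activation above 250% relative to neutral control wells; inactive = the rest, any valid replicate at or below 250%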;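 note: OY570 slx delta 5 strain wells were the positive control but not used for scaling; some compounds called inactive have numbers as strong as hits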
AddAB inh – less growth of phage-infected E. coli with AddAB; actives 0.29% (n = 330,000); AID 435030; inhibition, % at 11.9 µM; E. coli expressing H. pylori AddAB, absorbance growth; in the data active = inhibition above about 12%;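 note: 0% = vehicle wells of infected cells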
PKA-R2B activ – PKA-R2B complex activation; P22694+P31323; PKA-R2B holoenzyme dissociation, Cy5-IP20 fluorescence polarization; R2B truncated from residue 108, S112A mutant; 0% DMSO only, 100% 113 µM cGMP; activation, % at 11.4 µM; actives 0.079% (n = 340,000); AID 504700;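 active = activation above a cutoff set at the mean over all compounds plus 3 SD, cut at about 18% in these data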;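 note: higher means more holoenzyme dissociation and a rise in polarization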
Target sequence (P31323 whole entry, looked up, other chains not shown, the tested form may be a part): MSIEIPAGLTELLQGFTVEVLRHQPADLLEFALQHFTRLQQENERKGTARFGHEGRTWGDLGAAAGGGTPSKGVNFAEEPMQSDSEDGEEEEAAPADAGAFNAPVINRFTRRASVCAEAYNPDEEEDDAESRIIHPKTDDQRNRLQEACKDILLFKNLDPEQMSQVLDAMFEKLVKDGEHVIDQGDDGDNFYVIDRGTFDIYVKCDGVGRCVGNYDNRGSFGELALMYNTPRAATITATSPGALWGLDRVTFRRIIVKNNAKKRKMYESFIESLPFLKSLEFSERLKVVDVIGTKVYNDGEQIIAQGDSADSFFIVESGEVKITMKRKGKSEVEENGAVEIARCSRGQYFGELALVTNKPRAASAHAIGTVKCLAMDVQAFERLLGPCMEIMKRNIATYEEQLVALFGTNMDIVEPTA
phage Ecoli inh – E. coli growth loss with phage present | growth absorbance | inhibition, % at 11.9 µM | AID 651602 | actives 0.26% (n = 360,000); in the data active = inhibition above about 11%
An asterisk follows results filed as active; . = no result given.

Under each structure – PfHsp90 set2	MOR-DOR inv ag	PKA-R1A act	MOR-DOR ag	Ecoli viability	Tat export inh	HTR5A inv ag	SUMO Mot1 rescue	AddAB inh	PKA-R2B activ	phage Ecoli inh
COc1ccccc1C(OC(=O)c1ccco1)C(=O)NCc1ccc(F)cc1 (stereo unspecified)
    -13	-12	-10	1.4	-1.3	0	6	34	2.8	-8	-0.5
COc1ccc(NC(=O)CN(C)C(=O)C(Sc2ccccc2)c2ccccc2)cc1 (stereo unspecified)
    -12	7	-10	-1.4	-0.9	-3	0	-7	3.0	-5	0.7
CC(=O)CSc1nc2ccccc2s1
    5	-10	4	1.9	-0.2	-1	1	-8	3.3	-5	3.5
CC(C)CC1NC(=O)N(CC(=O)Nc2cc(S(=O)(=O)N3CCOCC3)ccc2Cl)C1=O (stereo unspecified)
    -1	0	-7	0.0	2.4	5	4	-9	0.8	6	1.1
CCN(CC(=O)Nc1cc(Cl)ccc1C)C(=O)c1ccc2c(=O)n3c(nc2c1)CCC3
    4	16	1	-3.0	0.1	2	-15	54	1.6	-6	-1.0
O=C(O)CCNS(=O)(=O)c1ccc2c(c1)CCCC2
    .	5	-18	-1.0	-0.5	-4	8	497	1.9	-6	2.3
COc1ccc(-c2nnn(CC(=O)NCc3ccccc3)n2)cc1OC
    40	20	-2	-4.4	1.4	3	-20	-3	1.8	6	-0.5
CSc1sc(C(=O)OC(C)C)c2c1C(=O)CC(C)(C)C2
    -6	-35	2	6.8	-0.3	-17	-14	44	0.9	-4	1.8
CCn1c(C(=O)N2CCc3ccccc3C2)cc2oc3ccccc3c21
    .	-2	-15	0.3	-0.5	15	-15	.	4.0	6	3.5
Cn1cnnc1SCC(=O)Nc1ccc(OC(F)F)cc1
    2	15	2	-3.0	-0.5	-2	-39	199	-0.6	-13	1.5
COc1ccc(CNC(=O)CN2C(=O)NC(C)(c3ccc(Cl)cc3)C2=O)cc1 (stereo unspecified)
    0	16	-11	-3.6	-1.5	-10	10	9	-2.3	10	0.7
O=C(NCCCN1CCOCC1)C(=O)N/N=C/c1ccc2c(c1)OCO2
    10	9	-1	-1.7	-1.0	-4	-23	-4	-1.0	7	3.8
CCc1noc(C)c1C(=O)N(CC)CC(=O)NCc1ccc(Cl)cc1
    2	5	-8	-1.3	-0.7	0	0	-2	0.5	-3	2.5
COC(=O)C1=C(C)N(C)C(=S)NC1c1ccc(Cl)cc1 (stereo unspecified)
    21	11	2	-2.3	0.3	-8	-4	-21	3.4	0	1.2
O=C(CC1SC(N2CCCC2)=NC1=O)Nc1ccc(C(=O)NCc2ccc(F)cc2)cc1 (stereo unspecified)
    6	10	-8	-1.5	.	6	7	.	.	-3	1.8
COc1ccc(C(C(=O)NCC2CCCO2)N(C(=O)Cn2nnc3ccccc32)c2ccc(NC(C)=O)cc2)cc1OC (stereo unspecified)
    -18	10	-7	-1.5	2.0	14	-21	-13	5.0	7	0.9
CCOc1ccc(CCNC(=O)CCCn2nc(C)c3c(C)n(-c4ccccc4)nc3c2=O)cc1
    0	11	18	-2.3	0.1	1	-11	16	3.4	13	1.7
Cc1ccc(C(=O)NCCCNC(=O)COc2ccccc2Cl)cn1
    -8	16	4	-3.0	0.8	-3	3	-15	1.2	-6	0.1
O=[N+]([O-])c1ccc2nc(SCc3cn4cccnc4n3)[nH]c2c1
    11	1	4	-0.1	0.3	6	-13	-1	2.1	7	-0.5
CCCn1c(NC(=O)c2ccc(Br)cc2)nc2ccccc21
    .	-25	-10	5.0	-4.7	0	-23	23	-5.7	-2	-8.4
CS(=O)(=O)NC1c2cccc3cccc(c23)C1N1CCOCC1 (stereo unspecified)
    -3	12	-14	-2.0	0.4	-4	0	-15	1.4	-1	1.9
NC(=O)CC(NC(=O)c1ccccc1)c1ccc(NCCc2ccc(Cl)cc2)c([N+](=O)[O-])c1 (stereo unspecified)
    .	18	-2	-3.2	-1.5	-19	11	-4	1.4	6	2.2
CCOC(=O)c1c(NC(=O)CN2C(=O)NC3(CCCC3)C2=O)sc(C)c1CC
    -16	-12	-8	2.3	-0.7	2	0	-14	-1.5	-23	1.2
COC(=O)CNC(c1ccccc1)c1cc(Br)ccc1N (stereo unspecified)
    -8	-28	17	5.5	1.0	0	20	-7	1.5	1	2.4
CC(C)(C)C(=O)CSc1nnc(Nc2ccccc2)s1
    -26	4	-11	-0.7	0.8	1	18	-7	2.0	-16	2.2
O=C(/C=C/c1ccccc1)Nc1cc(C(=O)O)cc(C(=O)O)c1
    14	14	-8	-2.1	1.8	-8	14	-8	2.1	-5	7.1
O=C1CC(c2cccc(Cl)c2)CC(O)=C1C=Nc1cccc(Cl)c1 (stereo unspecified)
    14	6	8	-1.0	-3.5	0	-6	19	-1.5	0	2.0
O=C(CSc1cccc[n+]1[O-])c1ccc(Cl)cc1
    -9	12	1	-2.5	1.4	-4	0	221	-1.6	-4	4.2
CC(C)(C)C1COc2ccccc2N1C(=O)c1cccc(Cl)c1 (stereo unspecified)
    -10	-14	-1	3.0	-3.1	-6	-4	-6	1.8	-1	-1.8
Cc1nonc1NC(=O)CSc1nc2ccccc2[nH]1
    6	-16	2	3.3	2.3	4	-33	16	2.3	-2	3.8

Exported as comma-separated lines: part of the list above
compound,PfHsp90 set2,MOR-DOR inv ag,PKA-R1A act,MOR-DOR ag,Ecoli viability,Tat export inh,HTR5A inv ag,SUMO Mot1 rescue,AddAB inh,PKA-R2B activ,phage Ecoli inh
COc1ccc(CNC(=O)CN2C(=O)NC(C)(c3ccc(Cl)cc3)C2=O)cc1 (stereo unspecified),0,16,-11,-3.6,-1.5,-10,10,9,-2.3,10,0.7
O=C(NCCCN1CCOCC1)C(=O)N/N=C/c1ccc2c(c1)OCO2,10,9,-1,-1.7,-1.0,-4,-23,-4,-1.0,7,3.8

Continuation.
Under each structure – PfHsp90 set2	MOR-DOR inv ag	PKA-R1A act	MOR-DOR ag	Ecoli viability	Tat export inh	HTR5A inv ag	SUMO Mot1 rescue	AddAB inh	PKA-R2B activ	phage Ecoli inh
CCCc1cc2c(c(NC(C)=O)n1)c(=O)oc1ccccc12
    8	11	-10	-2.1	.	1	19	.	.	-8	2.9
COCCNC(=S)NN=C1CCCCCC1
    -14	20	-4	-4.4	.	0	-3	.	.	0	2.6
CCOC(=O)c1sc(NC(=O)c2cc(-c3cccc(O)c3)on2)c(C(=O)OCC)c1C
    -21	2	-3	-0.4	-1.5	-4	-16	-31	0.9	2	-0.5
Cc1cc2c(c(=O)o1)C(C13C=CC(CC1)C3)C(C#N)=C(N)O2 (stereo unspecified)
    -32	7	-10	-1.7	-0.4	3	7	606	1.9	-3	1.0
COC(=O)c1cc2n(n1)CCCNC2=O
    19	5	-21	-1.0	1.4	-2	6	0	1.8	-7	4.0
CC(C)S(=O)(=O)c1csc(NC(=O)Nc2cccc([N+](=O)[O-])c2)c1Cl
    -11	-10	-22	2.1	2.2	1	4	0	0.3	-7	1.1
O=C(NNC(=O)c1ccccc1OCc1ccccc1)c1ccccc1F
    4	11	3	-2.2	2.5	5	5	6	1.6	-7	2.2
Cn1nc(C(F)(F)F)c2cc(C(=O)Nc3ccc(F)cc3)sc21
    5	-25	6	4.7	1.8	0	-7	8	2.9	0	3.8
CCOC(=O)Cc1cc(=O)[nH]c(/N=C(\N)Nc2ccc(C)cc2C)n1
    .	18	-11	-3.8	-2.4	-4	3	-13	3.0	6	0.2
CCCCN(C)/C=N/c1c(C#N)cnn1-c1ccc(C)cc1
    -4	-5	-3	0.9	-1.2	10	6	9	0.6	-9	3.7
CC1(C)CC2(CCO1)N1CC3(C)CN2CC(C)(C1)C3O (stereo unspecified)
    -2	12	-12	-2.3	-0.5	8	-26	-10	0.7	-9	1.6
CC(C)c1ccc(NC2=NCC(=O)N2Cc2cccs2)cc1
    10	-7	-6	1.1	-3.0	-6	-23	.	2.7	-1	4.4
Cc1ccc(C)c(OCCC(=O)OCC(=O)N2CCN(S(=O)(=O)c3ccc(Cl)cc3)CC2)c1
    11	20	-6	-3.7	1.0	8	2	21	1.2	-3	1.1
CC(=O)Nc1ccc(NCN2C(=O)[C@@H]3[C@H]4CC[C@H](C4)[C@@H]3C2=O)cc1
    -43	3	1	-0.5	-0.7	-3	-4	-9	5.0	12	1.2
CCc1nnc(SCC(=O)Nc2ccc(N3CCOCC3)cc2)n1C
    -2	16	1	-2.8	-1.4	1	7	-9	-3.2	1	1.6
CNC(=O)c1nc(C)n(-c2ccc(Cl)cc2Cl)n1
    0	1	5	-0.1	-0.3	-8	9	212	2.6	-7	1.6
O=C(Nc1ccccc1)NC1CCS(=O)(=O)C1 (stereo unspecified)
    10	6	-1	-1.0	2.6	0	-22	.	1.6	-2	4.6
O=C(NCc1ccco1)C1CC(c2cccc([N+](=O)[O-])c2)=NO1 (stereo unspecified)
    -6	8	-17	-1.4	3.5	2	3	9	3.6	-10	0.1
COc1ccc(C(C)=O)cc1COC(=O)c1c(C)nn(-c2ccccc2)c1C
    6	6	-9	-1.2	-0.5	7	3	5	0.5	-9	0.5
CN(C)CCCNC(=S)N(CCCN(C)C)Cc1cc2cc3c(cc2[nH]c1=O)OCO3
    -15	1	-3	-0.1	0.7	2	-3	14	3.5	-3	1.8
O=C(CN1CCN(S(=O)(=O)c2ccc(F)cc2)CC1)Nc1ccccc1C(=O)NC1CC1
    .	9	0	-1.4	.	3	7	.	.	-1	3.2
CC(C)Cc1nc(Cl)c(C#N)c2c1CCCC2
    0	-14	-6	2.0	0.1	-4	-14	11	4.3	-6	2.8
O=C1c2ccccc2C(=O)N1Cc1nn2c(-c3ccc(Cl)cc3)nnc2s1
    -1	-8	0	1.3	1.6	-5	-28	4	-0.9	-1	2.7
CCOc1ccc(NC(=O)c2ccc(N3CC4CC(C3)c3cccc(=O)n3C4)c(NC(=O)c3ccncc3)c2)cc1 (stereo unspecified)
    3	21	9	-4.1	-0.9	2	9	2	1.9	7	1.5
Cc1nc(C)n(CC(O)COc2ccc3ccccc3c2)n1 (stereo unspecified)
    .	13	4	-2.5	2.8	7	8	3	3.9	-9	2.5
C/C(=N\NC(=O)c1cccc2ccccc12)c1cccs1
    -3	21	-3	-3.9	1.4	-1	8	8	-0.7	-5	1.0
COc1ccc(/C=C(\C#N)C(=O)Nc2ccc3[nH]c(=O)[nH]c3c2)cc1
    -15	17	-9	-3.1	-1.4	-10	7	5	0.4	-1	1.4
CCn1cnc2c1c(=O)n(CC(=O)Nc1ccc3c(c1)OC(F)(F)O3)c(=O)n2Cc1ccccc1
    .	12	-8	-2.4	-0.5	-11	10	1	2.1	-11	1.8
CCCn1c(N)c(C(=O)CSc2nnc(Cc3cccs3)n2C2CC2)c(=O)n(C)c1=O
    -10	-1	-1	0.2	0.5	-6	-2	3	1.3	-6	0.8
Cc1cc(C)n(CCC(=O)N=Nc2c(O)[nH]c3ccc(Br)cc23)n1
    0	20	1	-3.8	-1.6	-1	-36	-4	-0.1	12	2.3
O=C(Cn1c2c(c(=O)n3ncnc13)CCC2)N/N=C/c1ccc(Cl)cc1
    -5	11	1	-2.1	-0.2	-3	9	-8	3.1	-9	3.7
